Compound activity as filed in PubChem BioAssay.
All columns: NCI-60 one-dose screen, growth in % after 48 h at 10 µM unless noted; 100 = growth as untreated, 0 = no growth, -100 = all killed.
SK-MEL-5 = SK-MEL-5 melanoma; actives 6.4% (n = 80,000); AID 1794755
A549/ATCC = A549/ATCC NSCLC; actives 3.7% (n = 81,000)
UACC-257 = UACC-257 melanoma; AID 1794764; actives 4.4% (n = 78,000)
MDA-MB-435 = MDA-MB-435 melanoma; actives 7.8% (n = 82,000)
SK-MEL-2 = SK-MEL-2 melanoma | actives 4.7% (n = 77,000)
M14 = M14 melanoma. actives 6.2% (n = 80,000)
UACC-62 = UACC-62 melanoma; actives 5.4% (n = 81,000); AID 1794756
SK-MEL-28 = SK-MEL-28 melanoma; actives 4.1% (n = 81,000)
An asterisk follows results filed as active; · = no result given; [ ] = remark or other dose. Rule for the calls: active = growth percent below 10; inactive = the rest.

Value order: SK-MEL-5	A549/ATCC	UACC-257	MDA-MB-435	SK-MEL-2	M14	UACC-62	SK-MEL-28
- O=C(NO)c1ccc2nc(-c3ccc([N+](=O)[O-])cc3)[nH]c2c1
    99.1	104.5	113.1	101.2	105.4	103.0	106.2	109.9
- COc1cc(-c2csc(NC(=O)Nc3ccc(C)cc3)n2)cc(OC)c1OC
    10.1	66.9	89.8	13.7	·	52.0	54.5	69.3
- C=CCn1c(SCC(=O)Nc2ccc(C(C)=O)cc2)nnc1-c1cc(-c2ccc(S(C)(=O)=O)cc2)nc2ccccc12
    77.0	98.4	104.0	97.8	96.7	100.8	86.4	108.4
- CCOC(=O)CN1C(=O)c2ccc(C(=O)c3ccc4c(c3)C(=O)N(CC(=O)OCC)C4=O)cc2C1=O
    105.3	106.2	103.9	104.2	99.7	114.0	109.7	109.7
- COc1ccc(C2c3[nH]c4ccccc4c3C(c3ccc(OC)c(OC)c3)c3c2[nH]c2ccccc32)cc1OC (stereo not given)
    100.9	90.1	107.1	112.9	101.9	89.0	83.6	100.8
- O=C(c1cnn2c1NC(c1ccc(F)cc1)C2)N1CCCCC1 (stereo not given)
    97.8	98.2	96.3	94.8	103.6	101.2	101.3	103.0
- COc1ccc(-c2nnc3n(C)c(=O)c4ccccc4n23)cc1O
    19.0	16.5	49.8	-40.8*	30.3	3.1*	14.2	50.9
- CC(=O)N[C@H](C(=O)N[C@H](Cc1ccccc1)C(=O)N[C@H](CS)C(=O)N[C@H](CCCN=C(N)N)C(=O)N[C@H](CCCN=C(N)N)C(=O)N[C@H](CCCN=C(N)N)C(=O)N[C@H](CCCN=C(N)N)C(=O)N[C@H](CCCN=C(N)N)C(=O)N[C@H](CCCN=C(N)N)C(N)=O)[C@@H](C)O
    99.4	99.3	106.7	103.6	99.9	101.7	99.8	107.2
- CCOC(=O)c1cn2ncnc(Oc3ccc(NC(=O)NCCN4CCOCC4)c(Cl)c3)c2c1C
    98.5	99.2	95.8	97.3	113.3	91.3	97.6	97.1
- Cc1c(C(C)N)nnn1-c1ccccc1 (stereo not given)
    104.5	90.8	98.4	103.0	90.9	·	101.6	108.7

Next part (7 carried over from the part before).
Value order: SK-MEL-5	A549/ATCC	UACC-257	MDA-MB-435	SK-MEL-2	M14	UACC-62	SK-MEL-28
- CCOC(=O)CN1C(=O)c2ccc(C(=O)c3ccc4c(c3)C(=O)N(CC(=O)OCC)C4=O)cc2C1=O
    105.3	106.2	103.9	104.2	99.7	114.0	109.7	109.7
- COc1ccc(C2c3[nH]c4ccccc4c3C(c3ccc(OC)c(OC)c3)c3c2[nH]c2ccccc32)cc1OC (stereo not given)
    100.9	90.1	107.1	112.9	101.9	89.0	83.6	100.8
- O=C(c1cnn2c1NC(c1ccc(F)cc1)C2)N1CCCCC1 (stereo not given)
    97.8	98.2	96.3	94.8	103.6	101.2	101.3	103.0
- COc1ccc(-c2nnc3n(C)c(=O)c4ccccc4n23)cc1O
    19.0	16.5	49.8	-40.8*	30.3	3.1*	14.2	50.9
- CC(=O)N[C@H](C(=O)N[C@H](Cc1ccccc1)C(=O)N[C@H](CS)C(=O)N[C@H](CCCN=C(N)N)C(=O)N[C@H](CCCN=C(N)N)C(=O)N[C@H](CCCN=C(N)N)C(=O)N[C@H](CCCN=C(N)N)C(=O)N[C@H](CCCN=C(N)N)C(=O)N[C@H](CCCN=C(N)N)C(N)=O)[C@@H](C)O
    99.4	99.3	106.7	103.6	99.9	101.7	99.8	107.2
- CCOC(=O)c1cn2ncnc(Oc3ccc(NC(=O)NCCN4CCOCC4)c(Cl)c3)c2c1C
    98.5	99.2	95.8	97.3	113.3	91.3	97.6	97.1
- Cc1c(C(C)N)nnn1-c1ccccc1 (stereo not given)
    104.5	90.8	98.4	103.0	90.9	·	101.6	108.7
- CCCCOC(=O)C(N)Cc1ccc(O)cc1 (stereo not given)
    105.7	111.4	115.6	105.6	114.6	100.3	103.1	98.8
- COc1ccc(-c2nc(SCC(C)C)nc(Cl)c2C#N)cc1
    100.9	108.2	102.4	104.5	111.6	102.2	98.4	110.9
- COc1cc(OCc2ccccc2)c(OC)c(OCc2ccccc2)c1
    100.9	91.7	112.1	102.1	93.0	108.0	65.9	102.6
- COC1OC(C(COC(C)=O)OC(C)=O)C(OC(C)=O)C(OC(C)=O)C1OC(C)=O (stereo not given)
    106.3	105.8	110.1	113.8	113.1	106.1	109.7	104.8
- COc1cc(OC)cc(Oc2nccc(-c3cn(CC(N)=O)nc3-c3cc(C)cc(OC)c3)n2)c1
    88.5	95.3	106.0	95.1	102.1	97.2	82.6	101.4
- N#C/C(=C\c1ccc(-c2ccccc2)cc1)c1ccccc1
    95.2	84.0	93.5	81.5	95.7	93.0	54.0	97.2
- COc1ccc(OC)c(/C=C/C(=O)c2c(C)nc3ccccc3c2/C=C/c2ccc(C)cc2)c1
    80.9	93.0	88.4	96.6	89.1	·	56.9	98.0
- CC(=O)Nc1ccc(N=NC(C#N)C#N)cc1
    98.7	93.5	86.4	113.4	87.9	99.5	97.3	110.1
- CC(=O)Nc1ccc(/C=C2\SC(=S)N(C=C(C#N)C#N)C2=O)cc1
    95.2	83.8	97.5	98.8	92.0	79.2	93.8	101.3
- O=[N+]([O-])c1cccc(/C=N/Nc2nc(N/N=C/c3cccc([N+](=O)[O-])c3)nc(N3CCCCC3)n2)c1
    47.6	60.7	95.8	74.0	64.0	58.8	56.3	68.6
- N/C(=N\C(N)=N\c1nc2ccccc2s1)c1cccc(F)c1
    98.2[5 µM]	75.9[5 µM]	103.8[5 µM]	104.3[5 µM]	98.0[5 µM]	98.4[5 µM]	89.1[5 µM]	108.4[5 µM]
- O=C(/C=C/C=C\c1ccccc1)/C=C/C=C/c1ccccc1
    101.8	103.3	110.1	108.8	107.2	100.3	97.4	107.5
- Cc1cccc(C(C(C(=O)c2ccccc2)N2CCOCC2)N2CCOCC2)c1 (stereo not given)
    111.4	93.7	97.9	105.5	115.5	99.6	97.8	102.7
- Nc1n[nH]c2ccc([C@@H]3Nc4ccc5[nH]ncc5c4[C@H]4C5C=CC(C5)[C@@H]34)cc12 (stereo not given in full)
    ·	20.1	68.6	-28.1*	46.9	4.6*	37.5	54.6
- COc1ccc(-c2cc(-c3ccccc3)[nH]c(=O)c2C#N)cc1
    90.2	82.9	103.8	109.8	96.9	107.0	93.9	111.4
- COc1ccccc1NC1=C(Cl)C(=O)C(Nc2ccccc2OC)=C(Cl)C1=O
    99.2	95.9	81.7	98.0	91.4	89.5	59.7	101.1
- CCN(CC)CCOC(=O)c1cc(Cl)cc(N)c1O
    100.8	85.7	93.2	102.5	111.9	103.0	97.5	109.2
- CN(c1ccc(C2=NCCN2)cc1)S(=O)(=O)c1cccc2c(S(=O)(=O)N(C)c3ccc(C4=NCCN4)cc3)cccc12
    99.4	99.9	93.8	105.5	106.5	106.6	107.1	107.1
- Cc1c(Cl)ccc(O)c1C(=O)N[C@@H](Cc1c[nH]c2ccccc12)C(=O)O
    100.3	81.9	101.6	103.9	95.8	88.7	95.5	115.1
- CCOC(=O)c1cnc2ccc(OC)cc2c1Nc1cccc(S(N)(=O)=O)c1
    98.2	100.2	104.7	105.7	117.7	42.9	111.4	115.4
- ClC(Cl)c1nc(-c2ccccc2)nc2cc(-c3ccccc3)nn12
    90.4	46.1	102.2	94.2	102.6	98.7	62.8	107.4
- Cn1c(=O)c2c(ncn2Cc2ccc(Sc3nc(-c4ccc(F)cc4)c(C#N)c(=O)[nH]3)cc2)n(C)c1=O
    96.9	96.5	97.0	96.4	98.4	94.7	90.1	107.2
- O=C(O)C(C(=O)O)C1CCCCC1
    96.4	89.8	92.6	108.4	93.9	109.9	92.0	110.0
- Cc1nn(-c2ccccc2)c2c1C1C(=C(c3ccc(Cl)cc3)N2)C(=O)N(Cc2ccccc2)c2ccccc21 (stereo not given)
    100.2	91.4	116.5	85.2	91.1	105.4	92.7	99.2
- NC(=O)NC(N)=S
    105.4	92.9	95.2	95.8	123.6	114.9	98.4	119.3
- CC1CCN(C(=O)CC#N)CC1
    99.3	94.9	101.8	106.4	111.4	103.1	105.3	112.3
- CC(C)CNc1nc(C#N)nc(NCC(C)C)n1
    86.2	87.8	80.2	94.2	143.0	101.4	66.5	103.6
- O=c1[nH]c2ccccc2cc1-c1nnc(COc2ccccc2)o1
    99.2	100.6	108.6	105.0	113.8	101.3	95.8	116.4
- CN(C)C(=O)OCc1ccc2c(Cl)cc(Cl)c(O)c2n1
    27.4	25.0	48.5	31.2	50.1	12.6	-4.4*	42.2
- COc1ccc(C(O)c2cc3c(N)c(C(=O)Nc4cccc5ccccc45)sc3nc2C)cc1 (stereo not given)
    -47.4*	11.6	35.3	-17.1*	35.8	15.0	18.6	57.6
- Cn1cc(/C=C2\C(=O)N(CCCCCCn3c4ccccc4c(=O)c4ccccc43)c3ccccc32)c2ccccc21
    88.9	96.7	113.2	104.1	94.4	95.4	89.0	104.7
- COC(=O)c1nn2c(c1C(=O)OC)C[C@@H]1C(=O)N(c3ccccc3)C(=O)[C@@H]1[C@@H]2C
    117.1	102.0	113.7	101.3	91.6	111.8	99.3	132.8
- COC(=O)c1cccc(OC)c1O
    104.0	97.9	97.1	104.0	87.7	100.6	99.1	110.0
- Cc1cc(=O)n2nnc3cc(C(F)(F)F)ccc3n12
    109.1	105.4	105.5	99.4	99.2	112.6	101.8	118.5
- NC(=O)c1ccccc1C(=O)c1ccccc1
    94.9	100.3	99.6	99.0	122.7	101.0	107.0	105.3
- N#CSCC1CC(O)(c2ccccc2)C(c2ccccc2)C(c2ccc(F)cc2)O1 (stereo not given)
    57.3	63.1	60.1	-0.2*	53.6	-2.2*	41.2	-15.5*
- O=S(=O)(Oc1ccc(-c2cn3ccoc3n2)cc1)c1ccccc1
    99.9	100.5	111.9	96.7	103.9	107.3	89.5	101.3
- Clc1c(SCc2ccccc2)ncnc1SCc1ccccc1
    101.5	92.9	100.5	100.9	79.4	100.1	88.6	90.9
- COc1cnc(SC)nc1Nc1ccc(C#N)cc1
    106.9	94.0	66.8	101.8	101.9	113.2	94.2	112.5
- CC(C)c1cc(O)c(C(C)(C)C)cc1Cl
    55.1	84.2	91.9	83.5	99.8	84.5	70.5	95.7
- Cc1ncc(C(=O)Nc2ccc(CN3CCN(C)CC3)c(C(F)(F)F)c2)cc1C#Cc1cnc(NC2CC2)c2ncccc12
    -98.5*	-91.5*	-65.0*	-86.4*	-27.3*	-89.8*	-62.8*	-91.5*
- C=CCC(=O)N[C@H](/C=C/C(=O)OCC)Cc1ccc(-c2cc(Cl)cc(Cl)c2)cc1
    64.4	69.5	·	81.7	80.7	79.7	51.1	101.3
- COc1ccc(-c2nnc(COc3ccc(NS(=O)(=O)c4ccc(OC)cc4)cc3F)o2)cc1
    43.9	62.8	74.9	81.4	68.2	78.2	64.8	97.0
- CC(=O)Oc1cc(C)c(OC(C)=O)c2ccccc12
    99.2	89.6	87.3	89.5	77.2	107.0	78.9	114.5
- CC12ON=C(c3ccc(F)cc3)N1CCc1c2[nH]c2ccccc12 (stereo not given)
    ·	78.3	83.4	93.2	85.8	102.5	82.2	109.2
- COc1cc(-c2c(-c3ccccc3)noc2C(=O)Nc2ccc(OC(F)(F)Cl)cc2)c(OC)c2c1OCO2
    107.8	100.8	103.3	102.2	107.9	99.7	88.2	103.6
- COc1cc2c3c(c4cc(OC)c(OC)cc4c2cc1OC)CN(Cc1ccccc1)CC3
    65.1	70.7	86.2	82.7	72.6	76.3	57.7	88.4
- CC(CN=C(CC(=O)c1ccc(Br)cc1)c1ccccc1)N=C(CC(=O)c1ccc(Br)cc1)c1ccccc1 (stereo not given)
    61.8	·	88.0	73.1	36.2	105.4	68.0	97.9
- O=c1[nH]c2c(c(=O)[nH]1)CCCCCC2
    129.7	102.5	115.4	107.7	119.2	99.7	101.6	113.6
- CC(C)C(C(=O)NCCc1ccc(O)cc1)N1C(=O)/C(=C/c2ccc(Br)cc2)SC1=S (stereo not given)
    93.7	97.0	93.4	99.7	100.8	96.1	91.9	100.9

Among those listed so far, 2 have a CF3 group.
Value order: SK-MEL-5	A549/ATCC	UACC-257	MDA-MB-435	SK-MEL-2	M14	UACC-62	SK-MEL-28
- Cc1cc(=O)n2nnc3cc(C(F)(F)F)ccc3n12
    109.1	105.4	105.5	99.4	99.2	112.6	101.8	118.5
- Cc1ncc(C(=O)Nc2ccc(CN3CCN(C)CC3)c(C(F)(F)F)c2)cc1C#Cc1cnc(NC2CC2)c2ncccc12
    -98.5*	-91.5*	-65.0*	-86.4*	-27.3*	-89.8*	-62.8*	-91.5*

Next part
Value order: SK-MEL-5	A549/ATCC	UACC-257	MDA-MB-435	SK-MEL-2	M14	UACC-62	SK-MEL-28
- Nc1ncnc2c1N=C(c1ccc3c(c1)OCO3)CC(c1cccc(Nc3ccnc4cc(Cl)ccc34)c1)N2 (stereo not given)
    53.4	67.2	59.3	51.6	68.7	57.3	57.0	91.3
- O=c1c2ccccc2sc2c(N3CCC4(CC3)OCCO4)nc3ccccc3c12
    91.5	96.2	101.8	112.0	107.9	108.5	82.2	117.5
- COc1ccc(-n2nnnc2-c2cn[nH]c2C(F)(F)F)cc1
    94.4	104.1	93.7	98.1	92.4	·	83.6	96.2
- CCc1ccc(C2=NN(c3ccc(S(C)(=O)=O)cc3)C(=O)CC2)cc1
    10.7	35.6	59.1	-24.3*	36.9	6.0*	38.0	50.7
- COc1cc2c(cc1OC)=NC(=O)/C(=C\c1sc(Nc3ccc(S(N)(=O)=O)cc3)nc1O)C=2
    103.2	94.7	94.6	106.2	102.8	·	94.2	109.0
- COC(=O)CCCCCN=Cc1c(O)c(O)c(C(C)C)c2cc(C)c(-c3c(C)cc4c(C(C)C)c(O)c(O)c(C=NCCCCCC(=O)OC)c4c3O)c(O)c12
    32.3	20.8	·	21.1	10.4	18.6	25.0	33.0
- Cc1cc(NS(=O)(=O)c2ccc(Nc3ccnc(SCC(=O)c4ccc(Cl)cc4)n3)cc2)no1
    98.1	104.4	97.1	106.0	99.8	100.2	90.1	109.9
- OCCC[C@@]12C(I)=C3CCCC[C@H]3[C@@H]1CCc1cc3c(cc12)OCO3
    98.8	80.9	98.4	94.6	96.9	93.1	93.4	96.4

The order is random. Share with any hit: about 11%.
